Source: PubChem BioAssay
EP2 mod: EP2 receptor modulators, cAMP readout, primary screen, cell-based, HTRF cAMP, PGE2 stimulation; EP2-expressing cells, cAMP HTRF FRET, PGE2 co-stimulation; induction, % at 25 µM; 260,000 compounds, 0.83% hits;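 active means compounds whose cAMP rise, as percent of the full-agonist control response, exceeds 60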;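 further: rat C6 glioma line stably carrying human EP2 under a CMV promoter; the protocol text gives 20 µM as final concentration; 100% = response of wells given 1 µM PGE2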
Target sequence (P43116 whole entry, looked up): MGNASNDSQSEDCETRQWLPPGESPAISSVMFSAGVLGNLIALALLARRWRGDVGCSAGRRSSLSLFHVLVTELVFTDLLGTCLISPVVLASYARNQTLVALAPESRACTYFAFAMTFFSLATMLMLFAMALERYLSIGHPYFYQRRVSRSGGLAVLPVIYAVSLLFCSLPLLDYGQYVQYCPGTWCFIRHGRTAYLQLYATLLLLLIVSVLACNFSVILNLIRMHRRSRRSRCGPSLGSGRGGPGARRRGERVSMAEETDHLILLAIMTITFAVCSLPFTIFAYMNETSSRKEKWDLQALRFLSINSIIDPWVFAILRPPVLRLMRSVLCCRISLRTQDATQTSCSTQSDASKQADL
zVAD death inh: inhibitors of zVAD-triggered necroptosis, primary screen, L929 cells; viability rescue, % at 10 µM; AID 1377, 2008; L929 zVAD necroptosis rescue, ATP luminescence, 24 h; with zVAD 60 µM; 220,000 compounds, 0.38% hits;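 active means activation, scaled between plate controls, above about 75%, limit read from the data; inactive means activation under that limit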;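 further: 0% = zVAD with DMSO and 100% = DMSO alone without zVAD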
PERK inh: block of dimerizer-induced PERK translation repression, primary screen, PERK inhibitor project, CHO PERK-DD cells, SEAP luminescence, HTS; Eukaryotic translation initiation factor 2-alpha kinase 3 (Homo sapiens), Q9NZJ5; CHO PERK-DD fusion, SEAP luminescence translation reporter; inhibition, % at 5.6 µM; 220,000 compounds, 0.17% hits;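 active means inhibition above the mean inhibition of all tested compounds plus 3 SD, set separately per screening campaign, cut at about 2.9% in these data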;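 further: PERK kinase domain activated by AP20187 dimerizer at 100 nM; 0% = DMSO with dimerizer and 100% = rapamycin at 8.4 µM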
RBBP9 inhibitor: human RBBP9 inhibitors, primary screen, biochemical, fluorescence polarization, FP-Rh probe, HTS; Serine hydrolase RBBP9 (Homo sapiens), O75884; 220,000 compounds, 0.2% hits; inhibition, % at 7.94 µM; recombinant RBBP9;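 active means inhibition above the campaign mean of all tested compounds plus 3 SD, cut at about 14% in these data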;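 further: plate controls were DMSO wells with RBBP9 for no effect and wells lacking RBBP9 protein for full effect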
Target sequence (O75884 whole entry, looked up): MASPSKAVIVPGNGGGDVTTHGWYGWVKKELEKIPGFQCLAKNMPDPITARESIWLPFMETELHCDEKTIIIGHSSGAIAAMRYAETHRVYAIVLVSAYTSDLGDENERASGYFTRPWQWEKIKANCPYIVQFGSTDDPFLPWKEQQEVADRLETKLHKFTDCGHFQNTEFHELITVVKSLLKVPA
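Material: RBBP9 protein. Amount: RBBP9 at 2.5 µM in dispensed solution, before mixing. Schedule: 30 min then 45 min, 25 °C. Medium: Tris buffer pH 8.0, NaCl, Pluronic. Measured by: fluorescence polarization. Measure: percent inhibition from mP, scaled between DMSO and no-protein wells. Replication: one well per compound.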
Hck Nef HTS: inhibitors of Nef-activated human Hck kinase, primary screen, biochemical, Z-Lyte FRET, 384-well, Hck-YEEI. Recombinant Hck-YEEI plus Nef, Z-Lyte FRET kinase assay. 220,000 compounds, 0.68% hits. Tyrosine-protein kinase HCK (Homo sapiens), P08631. inhibition, % at 20 µM;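 active means Hck-Nef kinase inhibition above about 50%, limit read from the data; inactive means inhibition below that limit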;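 further: 0% = DMSO with Hck plus Nef and 100% = Hck alone without Nef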
TNF death inh: inhibitors of TNF-alpha triggered necroptosis, primary screen, cell-based, Jurkat FADD-/-, single concentration. Jurkat FADD-/- TNF necroptosis rescue, ATP luminescence, 24 h; 0 = TNF only, 100 = no-TNF cells. activation (protection from cell death), % at 10 µM. 220,000 compounds, 0.068% hits;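 active means activation, meaning protection from cell death, of at least 50% relative to plate controls; inactive means activation below 50%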;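 further: necroptosis triggered by 40 ng/mL TNF-alpha added together with compound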
Runt-CBFb FRET: inhibitors of RUNX1 Runt–CBFb binding, primary screen, biochemical, FRET, Cerulean-Runt, Venus-CBFb, uHTS. Runt-related transcription factor 1 (Homo sapiens) + Core-binding factor subunit beta …. Cerulean-Runt/Venus-CBFb FRET ratio 530/480, 1 h. inhibition, % at 20 µM. 220,000 compounds, 0.46% hits. AID 1496, 2009;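 active means inhibition over about 50% at 20 µM in the single-dose screen, limit read from the data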;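 further: 0% = DMSO wells and 100% = excess unlabeled CBFb competitor control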
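Buffer or medium: Tris pH 7.5 buffer with BSA. Assay system: Cerulean-labeled Runt domain protein. Amount: each fluorescent fusion protein 100 nM. Read-out basis: loss of energy transfer signal. Incubation: 1 h compound exposure, room temperature. Probe or stimulus: Venus-CBFb binding partner, 100 nM. Detection: FRET, excitation 422 nm, emission at 530 and 480 nm.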
Runt-SMMHC FRET: inhibitors of RUNX1 Runt–CBFb-SMMHC binding, primary screen, biochemical, FRET, Cerulean-Runt, Venus-CBFb-SMMHC, uHTS. inhibition, % at 20 µM. 220,000 compounds, 0.74% hits. Cerulean-Runt/Venus-CBFb-SMMHC FRET ratio 530/480, 1 h;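 active means mean inhibition across duplicate retests at 20 µM reaching about 50%, limit read from the data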;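 further: 0% = DMSO wells and 100% = wells with excess untagged CBFb-SMMHC; inhibitors lower the FRET ratio by blocking Runt binding to CBFb-SMMHC; some results filed as inactive read as strong as hits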
PGE2 EP2 inh: human EP2 receptor antagonists, primary screen, TR-FRET cAMP, C6 glioma cells | Prostaglandin E2 receptor EP2 subtype (Homo sapiens), P43116 | C6 glioma cells expressing human EP2; cells stimulated with saturating PGE2 | inhibition, % at 25 µM | 260,000 compounds, 0.52% hits | AID 1422, 2008;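 active means percent inhibition above 40 after rounding to a whole number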;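 further: rat C6 glioma host cells with rolipram phosphodiesterase inhibitor present; the protocol text gives 20 µM as final concentration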
Starred values were filed as active, the others as inactive; . = no result given; & = joins results of further samples. Some of the compounds tested; rates above refer to the full screens.

compound	PERK inh	TNF death inh	Hck Nef HTS	Runt-CBFb FRET	Runt-SMMHC FRET	PGE2 EP2 inh	RBBP9 inhibitor	zVAD death inh	EP2 mod
Cc1ccccc1NS(=O)(=O)c1ccc(OCCNS(C)(=O)=O)cc1	0.4	1.7	2	0	5	5	-1	0.1	-35
Brc1ccc(Cn2c(-c3cncs3)nc3ccccc32)cc1	-0.5	-3.1	0	-2	0	2	1	-0.4	70*
CCOC(=O)c1c(NC(=O)NC(C)(C)C)sc2c1CCN(C)C2	0.3	-1.1	9	4	11	9	-2	0.8	-17
CN(C)c1nnnn1-c1ccc(OC(F)(F)F)cc1	0.5	-0.3	23	2	1	10	-6	1.1	29
Cc1[nH]c2ccccc2c1/C=N/NC(=O)c1cc(-c2ccccc2)n[nH]1	0.8	-13	20	-2	-5	11	19*	4.3	-41
Nc1ccccc1C(=O)N(Cc1ccccc1)Cc1ccccc1	0.4	0.1	-6	-2	2	11	-9	.	56
O=C(COc1ncnc2sccc12)Nc1ccc2c(c1)OCCO2	0.6	-10	1	-2	-1	11	-10	0.5	1
CCOC(=O)c1cc(C(=O)n2cc(Cl)cn2)nn1C	1.4	1.5	6	1	0	6	1	.	35
CC(C)(C)n1nnnc1C(c1cccs1)N(Cc1cccnc1)CC1CCCO1 (stereo not given)	-0.9	-0.4	2	-7	0	9	6	-0.3	26
Cc1cc2c(c(=O)o1)C(CC(C)C)C(C#N)=C(N)O2 (stereo not given)	1.9	-1.5	1	0	-1	10	2	-0.5	-2
Cn1c(=O)c2c(nc(NCc3ccccc3)n2CC(=O)NCc2ccccc2)n(C)c1=O	1.0	-1.7	8	-2	-4	2	8	0.3	22
O=C(OCC#CCSc1nnc(-c2ccncc2)o1)c1sc2ccccc2c1Cl	-0.2	-10.0	-2	0	-6	.	-10	0.1	0
CC(=O)OC(Cn1nc(C)cc1C)c1ccccc1 (stereo not given)	-0.2	-1.6	1	-1	3	10	6	-0.2	-15
CCN(CC)c1ccc(CN2CCC(C(=O)NCc3ccc(C)cc3)CC2)cc1	-0.1	2.5	24	.	.	13	5	0.1	-42
C/C=C/C(=O)OCC(=O)Nc1ccc(OC)c(Cl)c1	1.2	4.9	1	-1	3	4	6	0.2	9
COC(=O)COc1ccc(/C=C2/NC(=O)N(CC(=O)OC)C2=O)cc1	1.8	-0.2	15	1	4	4	10	0.6	9
CC(C)Cc1nnc(NC(=O)CCC(=O)NC2CCCc3ccccc32)s1 (stereo not given)	0.2	2.4	3	0	1	7	3	0.8	8
COc1ccc(Nc2nc(C(=O)N(CCO)Cc3ccccc3)cs2)cc1	-1.3	1.8	19	0	2	3	-1	26	-43
CCC1(O)CC(C(=O)OC)=NN1C(=O)c1ccccc1 (stereo not given)	0.6	0.5	-2	1	-1	-3	1	0.1	24
O=C(COC(=O)Cc1ccc(Cl)cc1)Nc1ccc(OC(F)F)cc1	0.9	1.7	2	0	-2	7	-10	0.0	-3
CCOc1ccc(-n2c(SCC(=O)Nc3ccc(OC)cc3OC)nc3c(c2=O)SCC3)cc1	0.5	-5.1	2	-1	1	15	-6	-0.4	-11
O=C(Nc1nc(-c2ccccn2)cs1)C1COc2ccccc2O1 (stereo not given)	0.9	-8.4	2	1	2	9	-2	5.4	-39
CCn1c(Cc2ccccc2)nnc1SCC(=O)NC1CCCC1	0.6	1.3	-55	-1	2	6	1	3.1	-5
CCN(CC)CCN1C(=O)C(=O)/C(=C(/O)c2ccc(Cl)cc2)C1c1ccncc1 (stereo not given)	1.2	1.5	3	2	0	7	2	0.5	-4
C/C(=N\NC(=O)c1ccco1)c1ccc(NC(=O)c2ccccc2)cc1	0.5	1.6	22	-1	2	5	-4	5.9	-25
CCc1ccccc1NC(=O)CN(c1ccc(OC)cc1OC)S(=O)(=O)c1ccccc1[N+](=O)[O-]	-0.7	0.3	26	-1	0	11	-5	1.5	44
Cn1c(=O)c2c(nc(SCC(=O)N3CCc4ccccc43)n2Cc2ccccc2)n(C)c1=O	.	.	.	-1	0	28	.	.	55
O=C(CCCCl)NC(=S)Nc1ccc(N2CCOCC2)cc1	1.3	5.4	6	0	-4	8	-2	0.4	8
CCCCOc1ccc(NC(=O)CCSc2nccn2C)cc1	-0.3	-1.0	20	3	3	5	7	-1.6	-8
COc1cccc(/C=N/NC(=O)c2cc3c(OC)cccc3[nH]2)c1O	0.9	-8.6	1	-8	-10	5	1	5.0	-57
CC(=O)N1C(=O)N(C(C)=O)C2C1N(C)C(=O)N2C(C)=O (stereo not given)	0.8	0.4	21	0	-7	8	2	1.8	36
Cc1cc(C(C)(C)C)cc(S(=O)(=O)Nc2ccc(C(=O)O)cc2)c1C	-0.9	0.1	28	1	-3	2	-7	0.5	23
COc1cccc(/C=N/NC(=S)Nc2cccc(S(=O)(=O)N(C)C)c2)c1	-1.8	0.4	-3	20	14	6	-12	0.3	-79
CCOc1ccccc1CNC(=O)C1CCCN(c2nc3ccccc3o2)C1 (stereo not given)	0.1	-0.4	-1	-1	4	1	-6	1.7	7
CC1CCc2nc(NC(=O)c3ccco3)sc2C1 (stereo not given)	-0.5	-6.6	-1	-1	-2	18	-2	0.8	-5
c1cncc(-c2nc(NCc3ccc4c(c3)OCO4)c3ccccc3n2)c1	0.3	1.9	7	2	2	4	-13	3.5	-18
Clc1cnc2nc(SC/C=C/c3ccccc3)[nH]c2c1	0.5	3.9	22	3	1	4	-7	0.1	-2
CCc1nc(SCC(=O)NCCc2ccccc2)c2c(=O)n(C)c(=O)n(C)c2n1	-0.6	-1.5	4	-2	0	4	-14	-0.3	12
O=C(/C=C/Nc1ccccc1)c1ccccc1	-0.5	-0.1	-20	2	2	.	-11	-0.7	-18
O=C(CCc1nc2ccccc2c(=O)[nH]1)OCc1ccc(-c2ccccc2)cc1	0.0	2.7	6	-2	2	4	-4	0.1	-18
CCOc1cccc(C2C(C(=O)c3ccc(C)o3)=C(O)C(=O)N2c2nccs2)c1 (stereo not given)	1.1	-3.2	4	0	-12	26&30	-14	0.3	42&17
Cc1nonc1CN(C)C(=O)CC1C(=O)NCCN1Cc1c(F)cccc1Cl (stereo not given)	1.5	0.3	3	-1	2	2	-7	-0.5	5
Cc1cc(C)cc(OC(=O)C23CCC(C)(C(=O)O2)C3(C)C)c1 (stereo not given)	1.4	0.7	8	-1	1	9	2	-0.5	50
Cc1nc2nc(-c3cccnc3)[nH]n2c(=O)c1Cc1ccccc1	0.3	-0.9	0	0	-4	8	7	-0.2	8
CCCCCN(C(=O)CN1CCC(Cc2ccccc2)CC1)c1c(N)n(CCCC)c(=O)[nH]c1=O	1.2	-1.5	-9	1	2	2	7	1.4	-5
C=CCn1c(O)c(C(CC)=NCCN2CCOCC2)c(=O)[nH]c1=O	2.1	-0.1	-1	-2	0	6	4	-0.1	10
O=C(CN1C(=O)c2ccccc2S1(=O)=O)N1CCN(Cc2ccc3c(c2)OCO3)CC1	0.3	-0.9	1	1	2	8&11	2	0.9	-12&12

Of the compounds above, 10 have a halogen.
compound	PERK inh	TNF death inh	Hck Nef HTS	Runt-CBFb FRET	Runt-SMMHC FRET	PGE2 EP2 inh	RBBP9 inhibitor	zVAD death inh	EP2 mod
Brc1ccc(Cn2c(-c3cncs3)nc3ccccc32)cc1	-0.5	-3.1	0	-2	0	2	1	-0.4	70*
CN(C)c1nnnn1-c1ccc(OC(F)(F)F)cc1	0.5	-0.3	23	2	1	10	-6	1.1	29
CCOC(=O)c1cc(C(=O)n2cc(Cl)cn2)nn1C	1.4	1.5	6	1	0	6	1	.	35
O=C(OCC#CCSc1nnc(-c2ccncc2)o1)c1sc2ccccc2c1Cl	-0.2	-10.0	-2	0	-6	.	-10	0.1	0
C/C=C/C(=O)OCC(=O)Nc1ccc(OC)c(Cl)c1	1.2	4.9	1	-1	3	4	6	0.2	9
O=C(COC(=O)Cc1ccc(Cl)cc1)Nc1ccc(OC(F)F)cc1	0.9	1.7	2	0	-2	7	-10	0.0	-3
CCN(CC)CCN1C(=O)C(=O)/C(=C(/O)c2ccc(Cl)cc2)C1c1ccncc1 (stereo not given)	1.2	1.5	3	2	0	7	2	0.5	-4
O=C(CCCCl)NC(=S)Nc1ccc(N2CCOCC2)cc1	1.3	5.4	6	0	-4	8	-2	0.4	8
Clc1cnc2nc(SC/C=C/c3ccccc3)[nH]c2c1	0.5	3.9	22	3	1	4	-7	0.1	-2
Cc1nonc1CN(C)C(=O)CC1C(=O)NCCN1Cc1c(F)cccc1Cl (stereo not given)	1.5	0.3	3	-1	2	2	-7	-0.5	5
